Source: PubChem BioAssay (National Center for Advancing Translational Sciences (NCATS))
Pol beta inh = qHTS Assay for Inhibitors of DNA Polymerase Beta; P06746; AID 485314, 2010; hit rate 1.3% among 340,000; Pol beta primer extension/strand displacement, fluorescence kinetic; Potency, µM (highest dose often 114 µM), without a hit: top-dose activity change, negative = inhibition, hits mostly inhibitors; further: potency means the concentration at half of the fitted maximal effect; on the % scale 0 is the no-effect control and ±100 the full control effect
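Preincubation: enzyme (10 nM) with compound, 15 min, RT. Reaction: substrate added to 50 nM final. Reads: 0 and 10 min. Analysis: normalized, Hill fit.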
ERG-DNA inh = qHTS for Small Molecule Inhibitors of the ERG Ets/DNA interaction; Transcriptional regulator ERG (Homo sapiens), P11308; fluorescence polarization, His-ERG Ets domain / labelled DNA; Potency, µM (top dose mostly 76.9 µM), without a hit: at the top dose FP activity, negative = inhibition, most hits filed as inhibitors; hit rate 0.028% among 370,000; active means well fitted inhibition curve with a large enough effect in the polarisation, with a control signal flat; inconclusive means small, poorly fitted or top-dose-only effect, or effect the other way, or a change in a side signal; inactive means no such curve, though single readings can be large or run the other way; the % refers to the polarisation;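 further: polarization taken with two DNA probes labelled with fluorescein and Texas red; potency means the concentration at half of the fitted maximal effect; % of control where 0% means no effect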
Target sequence (P11308 whole entry, looked up, the tested form may be a part): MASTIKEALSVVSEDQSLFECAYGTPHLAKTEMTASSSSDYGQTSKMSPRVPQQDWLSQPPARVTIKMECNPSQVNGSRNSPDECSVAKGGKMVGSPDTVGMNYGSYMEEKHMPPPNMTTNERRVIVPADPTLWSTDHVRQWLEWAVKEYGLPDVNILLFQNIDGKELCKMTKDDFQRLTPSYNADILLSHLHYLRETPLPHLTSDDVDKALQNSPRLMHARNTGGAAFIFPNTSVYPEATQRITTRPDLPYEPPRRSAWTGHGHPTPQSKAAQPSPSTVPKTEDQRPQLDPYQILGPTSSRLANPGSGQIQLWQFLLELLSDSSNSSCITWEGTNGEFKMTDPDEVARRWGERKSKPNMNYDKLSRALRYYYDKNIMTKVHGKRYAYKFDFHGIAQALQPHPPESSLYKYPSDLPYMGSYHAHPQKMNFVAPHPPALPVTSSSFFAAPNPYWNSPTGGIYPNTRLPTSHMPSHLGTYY
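His-tagged ERG Ets domain (1 uM in the protein solution; 300mM KCl, 50mM Tris-HCl, 1mM EDTA, 1mM DTT, pH 7.5) received compound, then a probe mix of 5 nM fluorescein-DNA and 100nM Texas-615-DNA. Fluorescence polarization was read for both dyes.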
RGS4 inhibitor = Inhibitors of Regulator of G Protein Signaling (RGS) 4: qHTS; hit rate 0.039% among 390,000; Transcreener GDP fluorescence polarization, RGS4-accelerated GTP hydrolysis; Potency, µM (series often up to 114 µM), without a hit: top-dose activity change, negative = inhibition, most hits filed as inhibitors; Regulator of G-protein signaling 4 (Homo sapiens), P49798; AID 504845, 2011; further: potency means the concentration at half of the fitted maximal effect; on the % scale 0 is the no-effect control and ±100 the full control effect; nearly all actives have a fitted effect of over 75% in size; some results filed as inactive show a strong effect at the top dose
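MLSMR compounds (23 nl, pin-transferred) preincubated 10 min at room temperature with a 500nM (2x) first reagent, then RGS4 at 900nM (2x) plus Transcreener GDP mix added; fluorescence polarization (620/688 nm) read before and after 90 min at 30 °C.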
APEX1 inh = qHTS Assay for Inhibitors of the Human Apurinic/apyrimidinic Endonuclease 1 (APE1); hit rate 0.35% among 350,000; recombinant APE1, TAMRA/BHQ-2 abasic DNA cleavage fluorescence; Potency, µM (series often up to 65.8 µM), for inactives: at the highest dose activity change, negative = inhibition, usual class: inhibitors; DNA repair nuclease/redox regulator APEX1 (Homo sapiens), P27695; AID 2517, 2012;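 further: potency means the concentration at half of the fitted maximal effect; plate controls were vehicle for no effect and reference inhibitor for full effect; nearly all actives have a fitted effect of over 55% in size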
Target sequence (P27695 whole entry, looked up): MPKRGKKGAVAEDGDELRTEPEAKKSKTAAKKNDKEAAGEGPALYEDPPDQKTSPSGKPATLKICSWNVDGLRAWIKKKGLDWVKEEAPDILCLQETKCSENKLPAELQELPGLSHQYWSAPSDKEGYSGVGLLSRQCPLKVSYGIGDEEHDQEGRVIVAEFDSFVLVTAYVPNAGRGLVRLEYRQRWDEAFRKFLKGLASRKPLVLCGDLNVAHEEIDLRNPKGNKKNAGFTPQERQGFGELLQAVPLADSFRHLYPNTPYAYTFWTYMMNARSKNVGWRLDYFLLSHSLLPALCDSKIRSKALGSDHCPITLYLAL
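Enzyme (0.75 nM final) and test compound are incubated 15 min at room temperature before adding 50 nM quenched THF abasic-site duplex. Cleavage dequenches TAMRA, followed at 525/598 nm over three reads one minute apart.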
Apoferritin bind = qHTS Assay for Identification of Novel General Anesthetics. apoferritin/1-aminoanthracene competitive binding, fluorescence. hit rate 0.074% among 350,000. Potency, µM (series often up to 77.5 µM), for inactives: at the top dose activity change, negative = displacement, actives largely listed as inhibitors; further: potency means the concentration at half of the fitted maximal effect; on the % scale 0 is the no-effect control and ±100 the full control effect; nearly all actives have a fitted effect of over 20% in size
Target sequence (P02791 2-175 limits assumed): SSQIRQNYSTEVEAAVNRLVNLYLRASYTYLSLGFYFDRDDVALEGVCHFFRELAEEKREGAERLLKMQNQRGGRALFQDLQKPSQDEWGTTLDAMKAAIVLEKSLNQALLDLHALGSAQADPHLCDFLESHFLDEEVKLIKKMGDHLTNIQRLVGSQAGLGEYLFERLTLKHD
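In PBS, apoferritin at 10 uM is loaded with 1-AMA from a 50% saturated solution. After 10 min of compound exposure at ambient temperature, reduced 535 nm fluorescence indicates probe displacement.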
Pol eta inh = qHTS for Inhibitors of Polymerase Eta. hit rate 1.2% among 390,000. AID 588591, 2011. Potency, µM (top dose mostly 114 µM), for inactives: at the highest dose activity change, negative = inhibition, actives largely listed as inhibitors. recombinant Pol eta, fluorescent DNA replication assay; further: potency means the concentration at half of the fitted maximal effect; on the % scale 0 is the no-effect control and ±100 the full control effect
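Fluorescent replication assay: 50 nM final substrate added after a 15 min room-temperature compound preincubation with 10 nM enzyme. Signal taken at 0 min and again at 10 min.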
12-LOX inh = Primary qHTS assay for inhibitors of human arachidonate 12S-lipoxygenase (ALOX12): Round 2; Potency, µM (series often up to 108 µM), for inactives: top-dose activity change, negative = inhibition, most hits filed as inhibitors; AID 1671190, 2021; purified 12hLO, xylenol orange hydroperoxide absorbance; hit rate 1.1% among 580,000; further: potency means the concentration at half of the fitted maximal effect; on the % scale 0 is the no-effect control and ±100 the full control effect
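Hydroperoxide product was detected by ferrous iron/xylenol orange as the 573 to 405 nm absorbance ratio. Arachidonic acid at 40 uM (final) was turned over for 30 min at room temperature by 150 nM human 12hLO, pH 7.0 Hepes buffer, after 15 min compound preincubation.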
LDHA inh = qHTS assay for inhibitors of human lactate dehydrogenase | L-lactate dehydrogenase A chain (Homo sapiens), P00338 | purified LDHA, NADH/diaphorase-resazurin fluorescence; active compounds read low | activity change, % (values are at about 110 or 230 µM) | hit rate 0.15% among 480,000 | AID 1347041, 2019; in the data active means activity change below about -30%; inconclusive means mostly about -25% to -30%;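 further: plate controls were DMSO wells for no effect and wells without enzyme for full effect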
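Resorufin fluorescence (ex540/em590), read at 0 and 20 min after diaphorase/resazurin addition, reports the NADH left after a 5 min room-temperature reaction of 2 nM human LDH5 with 0.06 mM NADH and 0.2 mM pyruvate.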
POLK inh = qHTS for Inhibitors of Polymerase Kappa. DNA polymerase kappa (Homo sapiens), Q9UBT6. purified Pol kappa, fluorescent DNA synthesis assay, 10 min. Potency, µM (titrated, usually from 107 µM), for inactives: at the top dose activity, negative = inhibition, hits mostly inhibitors. hit rate 0.53% among 400,000. AID 588579, 2011; further: potency means the concentration at half of the fitted maximal effect; on the % scale 0 is the no-effect control and ±100 the full control effect
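Readout: fluorescence, taken kinetically at 0 and 10 min. Conditions: 10 nM Pol kappa, 15 min RT compound preincubation, 50 nM substrate final. Controls: enzyme-free buffer wells.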
An asterisk follows results filed as active; ? = inconclusive; · = not tested or not shown; & = joins results of further samples; [ ] = remark or other dose. Unless noted, the call rests on the fitted dose curve; in most records, active means well fitted curve in the direction sought with a large enough effect; inconclusive means small, poorly fitted or top-dose-only effect, or another doubt; inactive means no such curve, though single readings can be large; an effect the other way counts as inactive or inconclusive.

SMILES | Pol beta inh | ERG-DNA inh | RGS4 inhibitor | APEX1 inh | Apoferritin bind | Pol eta inh | 12-LOX inh | LDHA inh | POLK inh
O=C(COC(=O)COc1ccccc1)NC1CCCC1 | · | 16% | 3% | 21% | · | -2% | 228%[activator] | -4 | -9%
N#Cc1c(NC(=O)C2CC(Cl)=CCC2C(=O)O)sc2c1CCCC2 (stereo not given) | -2% | 17% | 9% | -2% | -6% | -2% | -1% | -4 | -6%
CCCCCCNC(=O)C(C#N)c1nc2ccccc2nc1N1CCOCC1 (stereo not given) | -1% | 12% | 6% | 0% | ? | -4% | 405%[activator] | 2 | -11%
Cc1ccccc1OCCCC(=O)Nc1nccs1 | -1% | · | 10% | 3% | -22% | -11% | -17% | -5 | -6%
c1ccc(-c2csc3ncnc(N4CCOCC4)c23)cc1 | -14% | 5% | 7% | 8% | -7% | -11% | 0% | -4 | -3%
Cc1ccc(C)c(S(=O)(=O)N2CCCC2CNC(=O)C(=O)NCCc2ccco2)c1 (stereo not given) | · | 6% | 3% | -8% | · | -26% | 3% | 1 | 9%
Cc1ccc(C(=O)Nc2cccc(N(C)S(C)(=O)=O)c2)cc1S(=O)(=O)Nc1ccccc1 | 3% | · | -1% | -8% | -20% | -11% | 0% | 3 | -10%
CCc1nc2ccc(C(=O)O)cc2nc1CC | -24% | 1% | -17% | 7% | -4% | 14µM* | -19% | 3 | -2%
COc1ccc(CCNC(=O)CSc2nc(N)c(C#N)c(-c3cccs3)c2C#N)cc1OC | 8% | -11% | 14% | -9% | 78%[activator] | -1% | 21% | -6 | 5%
Cc1cccc(C(=O)Nc2cccc(C(=O)N/N=C/c3cccc(C)n3)c2)c1 | -11% | 2% | -4% | 4% | -11% | 2% | 0% | 0 | -17%
O=C(COC(=O)c1c[nH]c2ccccc12)Nc1ccc(F)cc1 | · | 4% | -5% | 1% | · | -17% | -2% | -22 | -4%
COc1ccccc1C(=O)NCCCNC(=O)c1cccnc1 | 70% | 10% | 9% | -8% | -5% | -12% | -21% | 1 | 13%
COCCNc1nc2ccccc2n1CC(=O)c1ccc(OC)c(OC)c1 | 0% | -4% | 11% | 7% | -3% | -5% | -30% | -4 | -8%
Cc1ccc(-c2n[nH]c(=S)n2/N=C\c2ccco2)cc1 | 26% | 10% | -33% | -3% | -7% | -25% | ? | -1 | -3%
CCC(C)Nc1nc2c(c(=O)[nH]c(=O)n2C)n1CCC(C)C (stereo not given) | 13% | -1% | -37% | 8% | 2% | -10% | 14% | -1 | -2%
CN1CCCN(C(c2ccccc2)c2ccc(Cl)cc2)CC1 (stereo not given) | 16% | 14% | -20% | 3%&4% | -8% | -7% | ? | -4 | 1%
Cc1cccn2cc(-c3ccc(S(=O)(=O)N4CCOCC4)cc3)nc12 | 17% | -5% | -1% | 4% | -13% | -7% | 0% | -8 | -10%
CC1(C)NC(=O)N(CC(O)Cn2nnc3ccccc32)C1=O (stereo not given) | 2% | -2% | 17% | 0% | -9% | -15% | -19% | 0 | -14%
CCc1ccccc1NC(=O)c1ccc(F)c(S(=O)(=O)NC2CCCCCC2)c1 | -13% | -1% | -4% | · | 7% | -8% | -21% | 0 | -18%[60.1 µM]
Cc1ccc2c(c1)c(N=NC(N)=O)c(O)n2C | 21% | 0% | 19% | 3% | -13% | -11% | -1% | 1 | -1%
O=C(NCc1ccco1)c1sc2cccc(F)c2c1Cl | -1% | 2% | -20% | 1% | 9% | -2% | -24% | 5 | -8%
O=C(Cc1ccc([N+](=O)[O-])cc1)N/N=C/c1ccco1 | 6% | 9% | -2% | ? | -11% | -14% | 13% | -1 | 2%
N#Cc1c(Cl)cccc1N1CCC(C(N)=O)CC1 | 12% | 2% | -9% | -1% | 0% | -3% | 127%[activator] | -2 | 11%
O=C(N[C@H]1/C=C\[C@@H](O)CCCC1)OCc1ccccc1 | · | 14% | -6% | 30% | · | -12% | ? | 3 | 15%
C[C@@H]1CC=C[C@H]2[C@H]1C(=O)N(Cc1ccccc1)[C@H]2c1ccc(Br)cc1F | -1% | -1% | 7% | -3% | 7% | -16% | -19% | -2 | -5%
Nn1c(SCC(=O)NC(=O)NCc2ccccc2)nnc1C1CC1 | 14% | · | -5% | 2% | -12% | -1% | -6% | 0 | -4%
CN(c1ccc(C(=O)NCCSC(C)(C)C)cc1)S(=O)(=O)c1ccccc1 | 4% | 7% | 3% | -5% | -13% | -13% | -18% | -1 | -9%
Cc1cccc(NC(=O)C2CCCN(S(=O)(=O)c3c(C)nn(C)c3C)C2)n1 (stereo not given) | -11% | -16% | 9% | -5% | 0% | -14% | -8% | -1 | 12%
O=C(Nc1ccc2c(c1)N(S(=O)(=O)c1cccs1)CCC2)c1c(F)cccc1Cl | · | 3% | -13% | -10% | · | -9% | -13% | -8 | -9%
CC1=Nc2nc(N3CCCCCC3)c(C#N)c3c4c(nc(c23)N1)N(c1ccc2ccccc2c1)C(=O)C4 | · | 7% | 4% | · | · | 8% | · | -2 | -23%

Some of the entries so far, as tab-separated lines.
structure	Pol beta inh	ERG-DNA inh	RGS4 inhibitor	APEX1 inh	Apoferritin bind	Pol eta inh	12-LOX inh	LDHA inh	POLK inh
O=C(Cc1ccc([N+](=O)[O-])cc1)N/N=C/c1ccco1	6%	9%	-2%	?	-11%	-14%	13%	-1	2%
N#Cc1c(Cl)cccc1N1CCC(C(N)=O)CC1	12%	2%	-9%	-1%	0%	-3%	127%[activator]	-2	11%
O=C(N[C@H]1/C=C\[C@@H](O)CCCC1)OCc1ccccc1	·	14%	-6%	30%	·	-12%	?	3	15%
C[C@@H]1CC=C[C@H]2[C@H]1C(=O)N(Cc1ccccc1)[C@H]2c1ccc(Br)cc1F	-1%	-1%	7%	-3%	7%	-16%	-19%	-2	-5%
Nn1c(SCC(=O)NC(=O)NCc2ccccc2)nnc1C1CC1	14%	·	-5%	2%	-12%	-1%	-6%	0	-4%
CN(c1ccc(C(=O)NCCSC(C)(C)C)cc1)S(=O)(=O)c1ccccc1	4%	7%	3%	-5%	-13%	-13%	-18%	-1	-9%
Cc1cccc(NC(=O)C2CCCN(S(=O)(=O)c3c(C)nn(C)c3C)C2)n1 (stereo not given)	-11%	-16%	9%	-5%	0%	-14%	-8%	-1	12%

Going on with the list:
SMILES | Pol beta inh | ERG-DNA inh | RGS4 inhibitor | APEX1 inh | Apoferritin bind | Pol eta inh | 12-LOX inh | LDHA inh | POLK inh
O=[N+]([O-])c1cccc(S(=O)(=O)NCc2ccncc2)c1 | 11% | 14% | 7% | 31% | -4% | 8% | -6% | 2 | -7%
CC(C)CCn1c(Oc2ccccc2Cl)nc2c1c(=O)n(C)c(=O)n2C | 3% | -1% | -20% | 0% | -23% | -17% | -11%&0% | -2&-1 | -9%
O=C(O)CCC(=O)N1CCc2cc(S(=O)(=O)Nc3ccc4c(c3)OCCO4)ccc21 | 12% | 6% | 10% | -6% | -7% | 2% | 319%[activator] | 4 | 13%
CC(C)c1onc(C(=O)NC2CCCC2)c1[N+](=O)[O-] | 0% | 7% | 24% | -3% | -8% | -10% | -2% | 0 | 4%
COc1ccc(CC(=O)Oc2ccccc2[N+](=O)[O-])cc1 | -16% | 8% | 1% | 47%[activator] | -4% | -2% | 0% | -7 | -5%
CCN(CC(=O)Nc1c(F)cccc1F)C(=O)c1cnc(C)cn1 | · | -12% | -26% | 21% | · | -9% | 13% | -1 | 5%
Cn1c(CN2CCOCC2)nc2cc(NC(=O)COc3ccc([N+](=O)[O-])cc3)ccc21 | -14% | 0% | 0% | 19% | -8% | -5% | -5% | -6 | 1%
C/C=C1\COC(C(=O)NCc2cccc(OC)c2OC)(C(F)(F)F)C=C1C=C1CCCCC1 (stereo not given) | · | -2% | 9%&6% | -4% | -2% | -19% | ? | 3 | -10%&-9%
O=C(Cc1cccc2ccccc12)NCC(=O)N1CCN(Cc2cccc(C(F)(F)F)c2)CC1 | · | -8% | -12% | 23% | · | -16% | -8% | 3 | -4%
O=C(C=Cc1ccccc1Cl)c1ccccc1 | · | 0% | -34% | · | · | ? | 6% | -7 | -17%
O=C(Nc1ccc2c(c1)nc1n2CCN(Cc2ccccc2)C1)NC1CCCCC1 | 17% | 3% | -19% | 3% | 2% | 3% | -29% | -5 | -22%
Cc1ccc(C(=O)N2CCN(Cc3ccc4c(c3)OCO4)CC2)c(Cl)c1 | -19% | 9% | -7% | 17% | -10% | -17% | -1% | 0 | -4%

Not all compounds are listed; rates above refer to the full screens.
